# High-throughput results (PubChem BioAssay)
# Anesthetic bind: binds horse apoferritin like a general anesthetic; apoferritin/1-aminoanthracene competitive binding, fluorescence; Potency, µM (doses to about 77.5 µM), for the others: at the top dose activity change, negative = displacement, hits mostly inhibitors; actives 0.074% (n = 350,000); further: potency means the concentration at half of the fitted maximal effect; on the % scale 0 is the no-effect control and ±100 the full control effect; nearly all actives have a fitted effect of over 20% in size
# Target sequence (P02791 2-175 limits assumed): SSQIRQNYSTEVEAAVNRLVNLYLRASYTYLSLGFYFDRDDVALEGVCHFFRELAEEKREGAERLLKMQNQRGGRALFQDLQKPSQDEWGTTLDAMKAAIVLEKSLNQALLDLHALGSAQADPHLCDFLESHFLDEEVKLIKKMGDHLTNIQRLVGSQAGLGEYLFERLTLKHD
#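 Probe: 1-aminoanthracene (50% saturated, PBS). Protein: horse-spleen apoferritin, 10 uM. Incubation: 10 min, room temperature. Detection: 380 nm excitation, 535 nm emission. Analysis: normalized response, four-parameter Hill.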
# POLI inh: inhibitors of human DNA polymerase iota | Q9UNA4 | Pol iota fluorescent replication assay, 10 min | Potency, µM (highest dose often 115 µM), inactives show top-dose activity, negative = inhibition, most hits filed as inhibitors | actives 1% (n = 390,000); further: potency means the concentration at half of the fitted maximal effect
# Target sequence (Q9UNA4 whole entry, looked up): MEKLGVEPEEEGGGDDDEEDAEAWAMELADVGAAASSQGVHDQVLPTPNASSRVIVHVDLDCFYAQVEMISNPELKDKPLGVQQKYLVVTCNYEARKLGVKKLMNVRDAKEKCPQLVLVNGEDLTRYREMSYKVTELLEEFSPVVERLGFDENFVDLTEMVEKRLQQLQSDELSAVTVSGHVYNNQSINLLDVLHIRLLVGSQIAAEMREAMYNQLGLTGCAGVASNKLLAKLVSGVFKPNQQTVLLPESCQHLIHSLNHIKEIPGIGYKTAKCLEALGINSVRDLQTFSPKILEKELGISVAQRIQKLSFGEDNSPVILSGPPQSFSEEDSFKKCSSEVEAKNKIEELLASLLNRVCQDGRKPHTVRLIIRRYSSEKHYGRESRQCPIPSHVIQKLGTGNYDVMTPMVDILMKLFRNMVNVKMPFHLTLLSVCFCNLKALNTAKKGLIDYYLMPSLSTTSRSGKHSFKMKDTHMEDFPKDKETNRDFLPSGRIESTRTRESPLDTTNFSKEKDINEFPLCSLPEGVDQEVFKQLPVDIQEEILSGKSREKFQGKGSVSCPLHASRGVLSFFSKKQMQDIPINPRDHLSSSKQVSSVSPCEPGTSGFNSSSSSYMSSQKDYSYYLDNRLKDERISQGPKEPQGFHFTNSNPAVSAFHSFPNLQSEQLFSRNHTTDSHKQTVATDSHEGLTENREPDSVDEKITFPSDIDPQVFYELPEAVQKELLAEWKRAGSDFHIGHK
#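 Fluorescent replication assay read twice, at 0 min and 10 min after adding 50 nM (final) substrate. Enzyme (10 nM) and compounds were first incubated 15 min at room temperature; enzyme-free buffer wells were negative controls.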
# BLM helicase inh: Bloom syndrome helicase (human) inhibition; P54132; recombinant BLM DNA unwinding, fluorescence dequenching; Potency, µM (titrated, usually from 56.1 µM), for inactives: at the top dose activity change, negative = inhibition, actives largely listed as inhibitors; actives 0.2% (n = 350,000); AID 2528;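 further: potency means the concentration at half of the fitted maximal effect; plate controls were vehicle for no effect and no enzyme for full effect; nearly all actives have a fitted effect of over 35% in size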
# POLK inh: DNA polymerase kappa (human) inhibition; Q9UBT6; purified Pol kappa, fluorescent DNA synthesis assay, 10 min; Potency, µM (series often up to 107 µM), inactives show top-dose activity, negative = inhibition, most hits filed as inhibitors; actives 0.53% (n = 400,000); further: potency means the concentration at half of the fitted maximal effect; on the % scale 0 is the no-effect control and ±100 the full control effect
#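 10 nM Pol kappa was preincubated with compounds for 15 min at room temperature. Reaction started with 50 nM (final) substrate. Fluorescence read kinetically at 0 and 10 min.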
# LDHA inh: inhibitors of human lactate dehydrogenase A; activity change, % (values are at about 110 or 230 µM); purified LDHA, NADH/diaphorase-resazurin fluorescence; stronger effect = lower value; P00338; actives 0.15% (n = 480,000); in the data active means activity change below about -30%; inconclusive means mostly about -25% to -30%;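 further: plate controls were DMSO wells for no effect and wells without enzyme for full effect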
#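 Resorufin fluorescence (ex540/em590), read at 0 and 20 min after diaphorase/resazurin addition, reports the NADH left after a 5 min room-temperature reaction of 2 nM human LDH5 with 0.06 mM NADH and 0.2 mM pyruvate.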
# Glioma ERSR ind: inducers of ER stress response in human glioma cells; U87-MG GRP78 promoter luciferase reporter, 16 h; AID 602332; actives 0.02% (n = 420,000); Potency, µM, for the others: at the top dose activation, usual class: activators; further: potency means the concentration at half of the fitted maximal effect; series mostly up to about 76 µM; % of control where 0% means no effect; nearly all actives have a fitted effect of over 35% in size
#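 Stably transfected U87-MG human glioma cells carrying a GRP78-based luminescent sensor were seeded at 1000 cells/well, pin-dosed with compounds and incubated 16 h. Luciferase reagent was then added, and end-point luminescence was read after 10 min at room temperature.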
# Pol beta inh: inhibitors of human DNA polymerase beta. P06746. Pol beta primer extension/strand displacement, fluorescence kinetic. Potency, µM (highest dose often 114 µM), for the others: at the highest dose activity change, negative = inhibition, hits mostly inhibitors. actives 1.3% (n = 340,000). AID 485314; further: potency means the concentration at half of the fitted maximal effect; on the % scale 0 is the no-effect control and ±100 the full control effect
#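 Pol beta (10 nM) and compounds were preincubated 15 min at room temperature, then 50 nM substrate (final) started primer extension/strand displacement. Reads were taken at 0 and 10 min; concentration-response data were fitted to a four-parameter Hill equation.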
# APEX1 inh: inhibitors of human APE1 endonuclease. P27695. recombinant APE1, TAMRA/BHQ-2 abasic DNA cleavage fluorescence. Potency, µM (doses to about 65.8 µM), for the others: top-dose activity change, negative = inhibition, hits mostly inhibitors. actives 0.35% (n = 350,000);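 further: potency means the concentration at half of the fitted maximal effect; plate controls were vehicle for no effect and reference inhibitor for full effect; nearly all actives have a fitted effect of over 55% in size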
#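 Kinetic fluorescence read (525 ex/598 em nm, three reads 60 s apart) of AP-site incision; signal = third minus first read. Enzyme 0.75 nM, dual-labelled THF duplex 50 nM, compound preincubation 15 min RT.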
# POLH inh: inhibitors of human DNA polymerase eta. Q9Y253. recombinant Pol eta, fluorescent DNA replication assay. Potency, µM (titrated, usually from 114 µM), inactives show at the highest dose activity change, negative = inhibition, hits mostly inhibitors. actives 1.2% (n = 390,000). AID 588591; further: potency means the concentration at half of the fitted maximal effect; on the % scale 0 is the no-effect control and ±100 the full control effect
#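 Pol eta (10 nM) was preincubated with compounds for 15 min at room temperature, after which fluorescent replication substrate (50 nM final) was added to start the reaction. Fluorescence was read kinetically at 0 and 10 min.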
# The depositor's hits bear a star; ? = inconclusive; · = no result given; & = joins results of further samples; [ ] = dose if it differs, or a comment. Unless noted, the call rests on the fitted dose curve; in most records, active means well fitted curve in the direction sought with a large enough effect; inconclusive means small, poorly fitted or top-dose-only effect, or another doubt; inactive means no such curve, though single readings can be large; an effect the other way counts as inactive or inconclusive. The list is partial; rates above refer to the full screens.
# Values run as follows: Anesthetic bind	POLI inh	BLM helicase inh	POLK inh	LDHA inh	Glioma ERSR ind	Pol beta inh	APEX1 inh	POLH inh
> CC1=CC(=C2C(=O)NC(=O)NC2=O)C=C(C(F)(F)F)N1C(C)C
→ ?	20%	1%	-3%	-1	-4%	35%	11%	4%
> CCCNC(=O)N1[C@H]2CC[C@@H]1C(C(=O)OC)=C(c1ccccc1)C2
→ ·	38%[activator]	·	15%	-6	-3%	·	·	-24%
> Cc1ccc(-c2nc3ccccc3c(=O)n2-c2cccc(C)n2)cc1
→ -3%	104%[activator]	-6%	-3%	-2	1%	17%	12%	-12%
> Cc1ccc(NS(=O)(=O)c2ccc(Cl)c(N=Nc3c(O)[nH]c(=O)[nH]c3=O)c2)cc1Cl
→ ·	?	·	-3%	2	-2%	·	11%	22µM*
> CCCOC(=O)c1c(C)oc2c1cc(NS(=O)(=O)c1ccc(OCC)cc1)c1ccccc12
→ -9%	44%[activator]	-6%	-6%	15	-2%	0%	·	-6%
> Cc1ccc(Cn2cccc(C(=O)Nc3nnc(C)s3)c2=O)cc1
→ -5%	3%	-1%	-8%[60.1 µM]	-2	0%	?	·	2%
> O=C(c1cc(F)ccc1F)C1CCCN(CCCc2ccccc2)C1 (stereo not drawn)
→ -12%	28%	-4%	-14%	-2	-4%	-13%	-11%	-10%
> O=C1NC(=O)N(c2ccc3c(c2)OCO3)C(=O)/C1=C/c1ccsc1
→ -7%	-32%	-3%	-11%	-2	-3%	-8%	-7%	-1%
> COC(=O)C1=C(c2ccccc2OCc2ccccc2)C[C@@H]2CC[C@H]1N2C(=O)NCc1ccc(C(F)(F)F)cc1
→ ·	1%	·	-7%	-3	-1%	·	-3%	?
> CC1CCC2C(C)C(=O)OC3O[C@]4(C)CCC1[C@@]32OO4 (stereo partly drawn)
→ ?	·	-1%	14%[60.1 µM]	·	-6%	·	-4%	·
> O=C(c1ccc(-c2ccccc2)c(F)c1)C1CCCN(CCO)C1 (stereo not drawn)
→ ?	89%[activator]	-5%	-3%	-6	2%	2%	0%	-19%
> O=C(Cc1ccccc1)N1CCN(Cc2ccccn2)CC1
→ 41%	36%[activator]	3%	-15%	-15	-5%	13%	21%	-22%
> CC(O)C(C)OC(=O)[C@@H]1C[C@@H]2c3cccc4c3c(cn4C(C)C)C[C@H]2N(C)C1 (stereo partly drawn)
→ -7%	-9%[58.9 µM]	·	-4%[19.4 µM]	·	-4%	4%[57.1 µM]	3%&-12%	-3%[57.1 µM]
> O=c1c2ccccc2nc(SCC2CCCCO2)n1-c1ccccc1 (stereo not drawn)
→ -12%	-4%	-5%	-17%	-4	-3%	40%	-4%	-11%
> COc1ccc(-n2c(/C=C\c3ccccc3F)nc3ccccc3c2=O)cc1OC
→ -5%	12%	-1%	-10%[60.1 µM]	-15	-2%	3%	·	-23%
> COc1ccc(-n2c(/C=C/c3ccc4c(c3)OCO4)nc3ccccc3c2=O)cc1
→ -11%	?	-14%	-11%	-3	0%	14%	?	?
> Fc1ccc(-c2nc3c(-c4ccc(F)cc4)cnn3cc2CCN2CCOCC2)cc1
→ -14%	-12%	-11%	-7%	-14	-4%	?	2%	-4%
> CCN1CCN(C(=O)COc2cc(=O)n(CC)c3ccccc23)CC1
→ -6%	3%	1%	-6%	-14	-1%	?	-2%	-3%
> Cn1cc(/C=C/c2nc3ccccc3c(=O)n2-c2ccccc2)c2ccccc21
→ -8%	44%[activator]	-8%	9%	-3	-2%	?	·	?
> COc1ccc(C2SCC(=O)Nc3c2c(C)nn3-c2ccccc2)cc1 (stereo not drawn)
→ -23%	-16%	-5%	-5%	-5	-8%	4%	-2%	?
> COC[C@H]1OC(=O)c2coc3c2[C@@]1(C)C1=C(C3=O)C2CCC(=O)[C@@]2(C)C[C@H]1OC(C)=O (stereo partly drawn)
→ -1%&1%	-4%[58.9 µM]	3%	?	43	-7%&-10%&-5%	1%[57.1 µM]	?	-3%[57.1 µM]
> COc1ccc(Cl)cc1C(=O)C1CCCN(CCO)C1 (stereo not drawn)
→ -6%	72%[activator]	4%	-6%	0	-4%	0%	-2%	-21%
> CCCN(CCC)c1c([N+](=O)[O-])cc(S(N)(=O)=O)cc1[N+](=O)[O-]
→ -20%	·	-15%	3%[60.1 µM]	·	5%&-9%	·	-4%	·
> O=C1NC(=O)N(Cc2ccco2)C(=O)/C1=C/c1ccc(-c2cccc([N+](=O)[O-])c2)o1
→ ?	7.9µM*	?	22µM*	-15	1%	18µM*	28µM*	8.9µM*
> O=[N+]([O-])c1cccc(CN2CCN(Cc3ccc(Cl)cc3)CC2)c1
→ -8%	20%	1%	-3%	-22	1%	?	3%	-12%
> CC12CCC(O)CC1CCC1C2CCC2(C)C(C3=CC(=O)OC3)C(O)CC12O (stereo not drawn)
→ ·	13%	·	-7%	-8	-5%	·	·	-9%
> c1cnc(N2CCC3(CCNCC3)CC2)nc1
→ ·	·	-6%	-2%[60.1 µM]	·	-3%	·	3%	·
> Cc1ccsc1C(=O)C1CCCN(Cc2cnn(C(C)C)c2)C1 (stereo not drawn)
→ -14%	-26%	0%	-3%	-13	-1%	-1%	1%	-10%
> O=c1[nH]c(=O)n(CCc2ccccc2)c(O)c1/C=N/N1CCOCC1
→ 2%	-5%	0%	-6%	-7	-1%	-10%	-2%	2%
> CCC(=NCC1CCCO1)c1c(O)n(Cc2ccccc2)c(=O)[nH]c1=O (stereo not drawn)
→ 3%	5%	3%	-8%	-4	-5%	-11%	0%	-5%

# The listing continues.
# Values run as follows: Anesthetic bind	POLI inh	BLM helicase inh	POLK inh	LDHA inh	Glioma ERSR ind	Pol beta inh	APEX1 inh	POLH inh
> CC1=Nc2cc(C(=O)N3CCC4(CC3)OCCO4)ccc2Sc2ccc(Cl)cc21
→ -14%	?	-4%	-4%	0	-6%	2%	-2%	-12%
> Cc1nc(-c2ccc(-c3ccc(C(=O)N4CCc5cc6c(cc54)C4(CCN(C)CC4)CO6)cc3)c(C)c2)no1
→ ·	?	49%[activator]	-12%[19.4 µM]	·	-4%	?	-9%&-5%	-12%[57.1 µM]
> CCN1CCN(c2nc([N+](=O)[O-])nn2C)CC1
→ 2%	8%	-1%	1%	6	-1%	9%	0%	-8%
> CC(C)c1ccc(-n2c(O)c(/C=N/NC(=O)c3ccccc3O)c(=O)[nH]c2=S)cc1
→ -9%	-1%	-26%	-14%	-14	3%	7%	?	-18%
> Cc1nc(CCl)cc(=O)[nH]1
→ 5%	6%	-2%	-10%	-7	0%	-1%	-3%	-16%
> CCCCn1c(=O)c(C(=O)Nc2nc3ccccc3[nH]2)c(O)c2ccccc21
→ -17%	·	-2%	·	·	·	-23%	0%	·
> O=C(C1CC(=O)N(c2ccc(F)c(Cl)c2)C1)N1CCC2(CC1)OCCO2 (stereo not drawn)
→ -6%	14%	-1%	-4%	-4	-1%	11%	-2%	2%
> COc1ccc(C2C([N+](=O)[O-])=C(N)Oc3c2c(=O)oc2ccccc32)cc1 (stereo not drawn)
→ 3%	·	-1%	·	·	·	26%	4%	·
> CS(=O)(=O)N1CCN(C(=N)N[N+](=O)[O-])CC1
→ -6%	123%[activator]	2%	-17%	-6	-4%	2%	-1%	-17%
> CN1CCCC(C(O)(c2ccccc2)c2ccccc2)C1 (stereo not drawn)
→ 6%	10%	-7%	-2%	-2	-2%	16%	?	-20%
> Cc1ccc(N2C(=O)NC(=O)/C(=C\c3ccc(N4CCOCC4)cc3)C2=O)cc1
→ 1%	-9%	-1%	-10%	-11	0%	4%	16%	-10%
> CCOC(=O)c1c(C)n(CC(O)CN2CCOCC2)c2cc(Br)c(OC)cc12 (stereo not drawn)
→ -2%	80%[activator]	6%	3%	0	-7%	-17%	-8%	-20%
> CCn1c(N)c(C(=O)NC)sc1=S
→ -1%	?	0%	6%	-1	2%	0%	1%	-4%
> COc1cc2c(cc1-c1cc3cc4ccoc4cc3oc1=O)OCO2
→ 208%[activator]	·	-17%	?	·	2%	·	-3%	·
> O=C1CCN(C(=O)CCCn2c(=O)oc3ccccc32)CC1
→ 2%	136%[activator]	-2%	-15%	0	-1%	36%	0%	-13%
> Cc1nc2cc(F)ccc2n1C1CCN(Cc2nnnn2CCc2ccccc2)CC1
→ ?	36%[activator]	0%	-15%	-8	-4%	6%	-5%	-1%
> O=c1[nH]c(=O)n(-c2ccccc2)c(O)c1/C=C1/C(c2ccccc2)=Nc2ccccc21
→ ?	26%	-3%	4%	-4	7%	-17%	-1%	-10%
> O=C1NC(=O)C(=Cc2csc3ccccc23)C(=O)N1
→ ?	?	3%	-3%	?	-11%	11%	3%	8%
> NP(=O)(OCCCc1ccccc1)Oc1ccccc1 (stereo not drawn)
→ -15%	0%	-2%	-5%	-6	0%	34%	-11%	-3%
> CCN1CCN(C(c2cccs2)C(C)NC(=O)Oc2ccccc2)CC1 (stereo not drawn)
→ -3%	19%	6%	2%	0	-4%	-2%	11%	-1%
> CCOc1ccccc1Oc1coc2cc(OC(=O)N(C)C)ccc2c1=O
→ -4%	15%	-5%	15%	-2	5%	56%	19%	-7%
> CCC1CN1P(=S)(N1CC1CC)N1CC1CC (stereo not drawn)
→ ·	76%[activator]	·	-11%	-5	-2%	·	·	-3%
> CCC1(C)CN(S(=O)(=O)OCC(Cl)(Cl)Cl)C(=O)N1 (stereo not drawn)
→ -5%	?	-1%	2%	-2	-2%	8%	10%	-23%
> COP(=O)(OC)C1(O)C(=O)Nc2ccc(Br)cc21 (stereo not drawn)
→ 1%	14%	1%	-1%	7	-4%	46%	15%	-14%

# Single records (already shown). Order of values: Anesthetic bind | POLI inh | BLM helicase inh | POLK inh | LDHA inh | Glioma ERSR ind | Pol beta inh | APEX1 inh | POLH inh
# CCN1CCN(C(c2cccs2)C(C)NC(=O)Oc2ccccc2)CC1 (stereo not drawn) as listed: -3% | 19% | 6% | 2% | 0 | -4% | -2% | 11% | -1%
# O=C1NC(=O)C(=Cc2csc3ccccc23)C(=O)N1 as listed: ? | ? | 3% | -3% | ? | -11% | 11% | 3% | 8%
# CCCCn1c(=O)c(C(=O)Nc2nc3ccccc3[nH]2)c(O)c2ccccc21 as listed: -17% | · | -2% | · | · | · | -23% | 0% | ·
